# Screening data: PubChem, Sanford-Burnham Center for Chemical Genomics
# CXCR6 block: CXCR6 receptor inhibitors, primary screen, cell-based, beta-arrestin, luminescence, CHO-K1 PathHunter, 1536-well; C-X-C chemokine receptor type 6 (Homo sapiens), O00574; inhibition, % at 20 µM; 0.36% of 360,000 active; in the data active = inhibition above about 34%, passing the limit was not always enough;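 note: antagonist mode with CXCL16 agonist at 10 nM final; 0% = 10 nM CXCL16 with DMSO and 100% = unstimulated wells without agonist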
# Target sequence (O00574 whole entry, looked up): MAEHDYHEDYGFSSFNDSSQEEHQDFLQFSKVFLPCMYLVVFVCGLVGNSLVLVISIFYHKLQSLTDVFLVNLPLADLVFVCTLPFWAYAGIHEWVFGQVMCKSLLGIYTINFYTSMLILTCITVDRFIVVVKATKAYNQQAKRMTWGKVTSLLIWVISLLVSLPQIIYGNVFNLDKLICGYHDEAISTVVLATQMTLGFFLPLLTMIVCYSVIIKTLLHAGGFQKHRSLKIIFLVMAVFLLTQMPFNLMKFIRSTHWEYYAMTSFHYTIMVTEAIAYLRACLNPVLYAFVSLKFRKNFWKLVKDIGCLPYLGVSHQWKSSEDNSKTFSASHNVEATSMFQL
# EBI2 block: EBI2 receptor antagonists, beta-arrestin recruitment, primary screen, cell-based, luminescence, 7a,25-OHC stimulation, uHTS | G-protein coupled receptor 183 (Homo sapiens), P32249 | 7a,25-OHC stimulated | inhibition, % at 5 µM | 0.81% of 360,000 active | AID 651636, 2012; in the data active = inhibition above about 38%;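 note: enzyme fragment complementation signal reports receptor beta-arrestin coupling in cells; 0% = agonist plus DMSO wells and 100% = wells without agonist; some results beyond the cut were filed as inactive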
# APJ agonist: agonists of human apelin receptor APJ, primary screen, CHO-K1 cells, PathHunter beta-arrestin, luminescence. 0% DMSO wells, 100% apelin. 0.11% of 330,000 active. activation, % at 20 µM;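 active = activation more than six SD over the plate average, tested at 20 µM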;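 note: 0% = DMSO alone and 100% = apelin-13 at 10 nM; some results filed as inactive read as strong as hits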
#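 Assay system: CHO-K1 APJ beta-arrestin complementation cell line / Compound: single test compound dose, 20 µM final, 1% DMSO / Times: overnight seeding, 90 min compound at 25 °C, 1 h detection / Technique: beta-gal luminescence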
# CCR6 antagonist: CCR6 receptor antagonists, primary screen, cell-based, CHO-K1, luminescence, beta-arrestin, uHTS. C-C chemokine receptor type 6 (Homo sapiens), P51684. CHO-K1 CCR6 PathHunter beta-arrestin, CCL20-stimulated. inhibition, % at 20 µM. 0.49% of 340,000 active. AID 493098, 2011;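 active = compounds whose inhibition of the agonist-driven luminescence signal at 20 µM reaches about 50%, limit read from the data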;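 note: cells stimulated with CCL20 at 14 nM final; plate controls were DMSO with CCL20 for no effect and DMSO without agonist for full effect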
# APJ antagonist: antagonists of human apelin receptor APJ, primary screen, CHO-K1 cells, beta-arrestin complementation, luminescence; P35414; inhibition, % at 20 µM; 0.32% of 330,000 active; AID 2521, 2010;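 active = inhibition above about 40% at 20 µM, limit read from the data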;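 note: cells challenged with 10 nM apelin-13 agonist together with compound; plate controls were apelin-13 plus DMSO wells for no effect and DMSO wells lacking apelin-13 for full effect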
# ATG4B inhibitor: ATG4B protease inhibitors, primary screen, biochemical, fluorescence, uHTS; 0.51% of 340,000 active; Cysteine protease ATG4B (Homo sapiens), Q9Y4P1; ATG4B cleavage of LC3-PLA2, NBD-HPC fluorescence, 1 h; inhibition, % at 8.33 µM; in the data active = inhibition above about 40%
# Target sequence (Q9Y4P1 whole entry, looked up): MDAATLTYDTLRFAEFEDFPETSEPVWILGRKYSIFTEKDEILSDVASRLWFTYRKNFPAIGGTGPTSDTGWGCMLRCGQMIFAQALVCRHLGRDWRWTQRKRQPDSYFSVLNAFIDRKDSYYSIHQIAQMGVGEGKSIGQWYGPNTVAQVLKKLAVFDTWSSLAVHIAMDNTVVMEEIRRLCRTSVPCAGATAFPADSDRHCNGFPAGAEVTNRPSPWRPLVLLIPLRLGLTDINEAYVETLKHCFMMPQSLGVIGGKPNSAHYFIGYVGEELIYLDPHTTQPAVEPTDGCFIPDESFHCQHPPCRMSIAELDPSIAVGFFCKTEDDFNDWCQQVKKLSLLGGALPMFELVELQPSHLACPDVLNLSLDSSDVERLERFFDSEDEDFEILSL
# UBC13 polyUb: UBC13 polyubiquitin chain formation inhibitors, primary screen, biochemical, TR-FRET, uHTS. inhibition, % at 20 µM. 0.47% of 330,000 active; in the data active = inhibition above about 45%, passing the limit was not always enough
# Target sequence (P61088 whole entry, looked up): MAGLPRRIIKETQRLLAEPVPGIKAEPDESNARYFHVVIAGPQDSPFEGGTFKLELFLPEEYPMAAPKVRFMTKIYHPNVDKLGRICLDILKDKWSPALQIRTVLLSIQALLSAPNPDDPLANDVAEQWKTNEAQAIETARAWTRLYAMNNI
# Gli-Sufu block: Gli-Sufu pathway antagonists, primary screen, luciferase luminescence, Sufu-KO-LIGHT cells, uHTS; inhibition, % at 5 µM; 0.74% of 340,000 active; AID 588413, 2011; Sufu-KO-LIGHT fibroblasts, Gli luciferase reporter luminescence;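 active = inhibition above about 55%, limit read from the data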;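 note: 0% = DMSO-treated cells and 100% = wells with medium but no cells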
# The depositor's hits bear a star; i = inactive; . = not tested or not shown.
cpd	smiles	CXCR6 block	EBI2 block	APJ agonist	CCR6 antagonist
1	Cc1onc(-c2c(Cl)cccc2Cl)c1C(=O)c1c[nH]c(C(=O)NCC2CCCO2)c1 (centres undefined)	-4	-6	12	-11
2	N#Cc1cnn2c1nc(N1CCOCC1)c1ccccc12	14	-3	-3	18
3	CC(=O)Oc1ccc2oc(/C=C/N(C)C)c([N+](=O)[O-])c2c1	31	8	-10	38
4	CCCCNC(=O)Cc1c(OC)ccc2cc(Br)ccc12	8	10	-4	-9
5	Oc1ccccc1C=NNC(=S)Nc1ccc(F)cc1	6	-8	.	10
6	Cc1cccc(C(=O)Nc2ccc(C(=O)/C=C/c3cccnc3)cc2)c1	36*	33	.	34
7	O=C(Nc1nc(-c2cccs2)cs1)c1ccc(Cl)cc1	4	19	2	23
8	CCOc1ccc(S(=O)(=O)Nc2cccc(C(=O)N(C)Cc3cccc(OC)c3OC)c2)cc1	-5	7	-5	13
9	COC(=O)C1=CN(C(C)C)C=C(C(=O)OC)C1c1cc(Br)c(OC)c(OC)c1	12	10	-2	9
10	O=C(NCc1ccco1)c1ccccc1F	0	-1	-3	1
11	CC(/C=C1\SC(=S)N(NS(=O)(=O)c2ccccc2)C1=O)=C\c1ccccc1	7	0	-3	15
12	C/C(=N\NC(=O)c1nnn(-c2nonc2N)c1CN(C)c1ccccc1)c1cccc(O)c1	1	-5	1	6

cpd	APJ antagonist	ATG4B inhibitor	UBC13 polyUb	Gli-Sufu block
1	-4	-8	-14	5
2	10	-2	0	-20
3	32	-4	i	-23
4	3	7	-32	3
5	.	4	.	-8
6	.	-1	.	9
7	2	2	-1	-1
8	6	-13	3	3
9	9	-2	28	5
10	-4	-3	4	2
11	-12	49*	-14	5
12	-5	-14	-4	-1

# The listing continues:
cpd	smiles	CXCR6 block	EBI2 block	APJ agonist	CCR6 antagonist
13	NNC(=O)[C@@H]1C[C@@H]1c1ccccc1	7	7	1	-2
14	O=C(CCC(=O)N/N=C/c1c[nH]c2ccccc12)NCc1ccccc1	5	-4	0	-3
15	CC(NC(=O)c1ccco1)C(=O)O (centres undefined)	-2	4	0	2
16	Cn1c(=NC(=O)COc2ccccc2)sc2cc(F)cc(F)c21	.	.	-2	4
17	CCOc1ccc(C(=O)CC(=O)C(=O)NCCc2ccc(OC)c(OC)c2)cc1	36	8	2	14
18	CC(C)(C)NC(=O)NC(=O)CSc1nnc2ccccn12	1	0	-2	20
19	O=C(c1ccc(F)cc1)N1CCCC(c2nc(-c3cccs3)no2)C1 (centres undefined)	4	3	-3	-4
20	CCCCC(=O)N1CCN(c2nc(-c3ccc(F)cc3)cs2)CC1	-6	-1	1	1
21	C/C(=N\NS(=O)(=O)c1ccc(C)cc1)c1cccs1	11	-4	4	-2
22	CCOC(=O)C1CCCN(C(=O)Cc2ccc(Cl)cc2)C1 (centres undefined)	-2	0	-3	-3
23	CCn1cc(S(=O)(=O)Nc2cc(C)ccc2F)cn1	1	2	6	3
24	COc1cc(CN2CC(C)CC(C)C2)cc([N+](=O)[O-])c1O (centres undefined)	-6	-4	-7	6

cpd	APJ antagonist	ATG4B inhibitor	UBC13 polyUb	Gli-Sufu block
13	-3	-5	1	-5
14	13	0	-1	-3
15	9	5	-4	-7
16	-5	-7	7	-24
17	-5	-2	-15	-14
18	16	2	3	28
19	-9	-7	1	-3
20	8	7	-4	12
21	12	-1	6	8
22	22	2	3	-2
23	5	-1	1	0
24	-1	5	-12	-7

# (more compounds)
cpd	smiles	CXCR6 block	EBI2 block	APJ agonist	CCR6 antagonist
25	CCCC(C)NC(C)C(=O)NC1CCCC1 (centres undefined)	2	-6	-2	-2
26	O=C(c1ccsc1)N1CCCC(N2CCOCC2)C1 (centres undefined)	-6	2	-4	19
27	O=C1Nc2ccc([N+](=O)[O-])cc2OC1CCN1CCN(c2ccccc2)CC1 (centres undefined)	7	9	-2	17
28	O=C(COC(=O)c1ccc[nH]c1=O)Nc1ccc(N2CCCCC2)cc1	-5	2	-3	-3
29	C=CCn1c(O)c(C2=c3ccccc3=NC2=O)sc1=Nc1ccc(O)cc1	27	24	-5	41
30	CCn1nc(CC(=O)Nc2ccc(-n3cnnn3)c(C)c2)c2ccccc2c1=O	8	-10	-4	1
31	CCN=C1S/C(=C\c2cn(CC(=O)NCCOC)c3ccccc23)C(=O)N1CC	2	2	-4	-3
32	O=C(CSc1nnc(-c2ccccc2)c(-c2ccccc2)n1)N1CCOCC1	6	-3	1	14
33	CC(Oc1cccc(Cl)c1)C(=O)NNC(=O)c1cccnc1 (centres undefined)	-1	1	-3	2
34	CNc1ccccc1	1	6	-3	8
35	Cn1c(-c2sccc2OCc2cccc(C(F)(F)F)c2)n[nH]c1=S	-1	3	-5	8
36	COC(=O)CC1=NN(c2ccc(OC)cc2)C(=O)C1	3	-10	-1	9

cpd	APJ antagonist	ATG4B inhibitor	UBC13 polyUb	Gli-Sufu block
25	18	3	7	0
26	25	-5	-1	-12
27	3	-1	1	16
28	5	1	-8	54
29	15	-7	-49	2
30	10	9	13	-2
31	15	-3	3	8
32	19	-1	-5	-3
33	-2	1	-4	2
34	-2	3	-2	-11
35	-13	0	10	12
36	-30	-4	-27	5

# The closing two entries of the section above open the next one:
cpd	smiles	CXCR6 block	EBI2 block	APJ agonist	CCR6 antagonist
35	Cn1c(-c2sccc2OCc2cccc(C(F)(F)F)c2)n[nH]c1=S	-1	3	-5	8
36	COC(=O)CC1=NN(c2ccc(OC)cc2)C(=O)C1	3	-10	-1	9
37	COc1cc2cc(CCCOC(=O)c3ccco3)oc(=O)c2cc1OC	-2	-14	-2	3
38	Cc1nc2ccccn2c1C(=O)C(=O)Nc1cc(F)ccc1F	-10	-1	-7	6
39	S=C(NCCc1ccccc1)N1CCc2ccccc2C1	5	4	-2	13
40	Cc1cccc(OCC(=O)N/N=C/c2cn[nH]c2-c2ccc(Cl)c(Cl)c2)c1	-15	39*	9	-6
41	COc1cccc(CN2CCN(Cc3cc(OC)c(OC)c(OC)c3)CC2)c1OC	-18	0	4	10
42	COc1ccc(C(=O)NC2=C(C#N)CCC2)cc1OC	4	7	-1	-3
43	O=C(Cn1nc(Cc2ccncc2)c2ccccc2c1=O)N1CCN(C(=O)c2ccco2)CC1	4	-5	-2	0
44	CCN(CC(=O)NCc1ccc(F)cc1)S(=O)(=O)c1ccc(Cl)s1	-3	-4	-1	0
45	CCN(C(=O)Cn1c(=O)n2nc(CCn3nc(C)cc3C)nc2c2ccccc21)c1cccc(C)c1	-4	7	-6	-3
46	Cc1cccnc1NC(=O)c1cccc(S(=O)(=O)N2CCCc3ccccc32)c1	20	-3	-7	30
47	COc1ccc(CCN2C(=S)N(C)C(=O)C2CC(=O)Nc2ccc(OC)cc2)cc1 (centres undefined)	-6	-8	0	9
48	Cc1ccc(NC2=CC(=O)CC(C)(C)C2)c(N)c1	6	-11	3	8

cpd	APJ antagonist	ATG4B inhibitor	UBC13 polyUb	Gli-Sufu block
35	-13	0	10	12
36	-30	-4	-27	5
37	-3	13	-3	-7
38	15	4	-16	15
39	-1	-4	1	-19
40	-10	-6	6	19
41	14	0	3	47
42	-3	4	-1	-4
43	3	1	-10	-4
44	-6	-2	8	1
45	-5	3	16	5
46	18	2	-8	-1
47	0	29	5	2
48	-7	-2	-12	-10

# 11 entries already listed, sorted by molecular weight, ascending:
cpd	smiles	CXCR6 block	EBI2 block	APJ agonist	CCR6 antagonist
36	COC(=O)CC1=NN(c2ccc(OC)cc2)C(=O)C1	3	-10	-1	9
42	COc1ccc(C(=O)NC2=C(C#N)CCC2)cc1OC	4	7	-1	-3
39	S=C(NCCc1ccccc1)N1CCc2ccccc2C1	5	4	-2	13
38	Cc1nc2ccccn2c1C(=O)C(=O)Nc1cc(F)ccc1F	-10	-1	-7	6
37	COc1cc2cc(CCCOC(=O)c3ccco3)oc(=O)c2cc1OC	-2	-14	-2	3
35	Cn1c(-c2sccc2OCc2cccc(C(F)(F)F)c2)n[nH]c1=S	-1	3	-5	8
44	CCN(CC(=O)NCc1ccc(F)cc1)S(=O)(=O)c1ccc(Cl)s1	-3	-4	-1	0
40	Cc1cccc(OCC(=O)N/N=C/c2cn[nH]c2-c2ccc(Cl)c(Cl)c2)c1	-15	39*	9	-6
46	Cc1cccnc1NC(=O)c1cccc(S(=O)(=O)N2CCCc3ccccc32)c1	20	-3	-7	30
47	COc1ccc(CCN2C(=S)N(C)C(=O)C2CC(=O)Nc2ccc(OC)cc2)cc1 (centres undefined)	-6	-8	0	9
45	CCN(C(=O)Cn1c(=O)n2nc(CCn3nc(C)cc3C)nc2c2ccccc21)c1cccc(C)c1	-4	7	-6	-3

cpd	APJ antagonist	ATG4B inhibitor	UBC13 polyUb	Gli-Sufu block
36	-30	-4	-27	5
42	-3	4	-1	-4
39	-1	-4	1	-19
38	15	4	-16	15
37	-3	13	-3	-7
35	-13	0	10	12
44	-6	-2	8	1
40	-10	-6	6	19
46	18	2	-8	-1
47	0	29	5	2
45	-5	3	16	5

# Next section
cpd	smiles	CXCR6 block	EBI2 block	APJ agonist	CCR6 antagonist
49	COc1ccc(CCNC(=O)CSCC(=O)Nc2cc(S(C)(=O)=O)ccc2Cl)cc1	1	0	-2	19
50	Cc1ccc(OCCOCCOc2cccc3cccnc23)c(Br)c1	-8	2	-2	6
51	CC(C)(C)NC(=O)c1cccc2c1OC(C)(C)C2	5	-4	4	16
52	COc1ccccc1N1CCN(C(=O)c2ccccc2NC(=O)C2CCCCC2C(=O)O)CC1 (centres undefined)	-3	-3	-3	6
53	O=C(COC(=O)c1c(Cl)cccc1Cl)Nc1cc(Cl)ccc1Oc1ccccc1	5	8	-5	16
54	N/C(=N/OC(=O)c1ccccc1F)c1nonc1N	2	-3	-2	1
55	CN(C(=O)CSc1nnc(C2CC2)n1C1CC1)C1(C#N)CCCCC1	2	-1	-3	0
56	Cc1ccc(SCc2cc(-c3ccc(Cl)cc3)no2)cc1	-3	-4	0	0
57	O=C(NC(=S)Nc1ccc2cn[nH]c2c1)c1ccccc1	16	2	-5	3
58	O=C(N/N=C/c1ccccn1)c1ccc(N/N=C/c2ccccn2)cc1	-8	-5	5	2
59	c1ccc2c(N3CCCCC3)nc(N3CCCCC3)nc2c1	-4	10	-6	0
60	Cc1c(C(=O)NCc2cccnc2)oc2ccc(S(=O)(=O)N3CC(C)CC(C)C3)cc12 (centres undefined)	3	-11	-1	-8

cpd	APJ antagonist	ATG4B inhibitor	UBC13 polyUb	Gli-Sufu block
49	-12	-4	-3	-3
50	0	-15	4	-14
51	1	5	1	4
52	-3	11	-4	-1
53	-5	-5	-11	2
54	-22	-8	-9	-9
55	0	-3	-5	3
56	-2	-2	3	-18
57	2	-7	14	-34
58	-1	0	-32	-8
59	0	-5	9	31
60	-67	-3	6	3

# New compounds follow:
cpd	smiles	CXCR6 block	EBI2 block	APJ agonist	CCR6 antagonist
61	CC(=O)N(Cc1ccco1)c1nc(C(=O)Nc2ccc(Cl)cc2)c(C)s1	6	61*	-1	25
62	O=C(OCn1ncc(Br)c(Br)c1=O)c1ccc(F)cc1	47*	50*	-1	44
63	Cc1cc2c(cc1C)-c1nnnn1C(C)(C)C2	-1	5	-3	7
64	O=C(Nc1ccc(-c2csc(Nc3ccccc3)n2)cc1)c1cc([N+](=O)[O-])cc(C(F)(F)F)c1	-1	-17	10	9
65	CC1CCN(CCCNC(=O)C2CC(=O)N(CCc3ccccc3)C2)CC1 (centres undefined)	3	-2	-3	7

cpd	APJ antagonist	ATG4B inhibitor	UBC13 polyUb	Gli-Sufu block
61	5	-4	8	-21
62	21	2	-6	-1
63	18	-7	14	-5
64	-144	-13	-43	15
65	-36	1	-2	-6
